PERK inhibitor: inhibitors of human PERK kinase | inhibition, % at 5.6 µM | 220,000 tested, 0.17% active | AID 1416 | CHO PERK-DD fusion, SEAP luminescence translation reporter | Q9NZJ5;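 active = inhibition above the mean inhibition of all tested compounds plus 3 SD, set separately per screening campaign, cut at about 2.9% in these data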;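 also: PERK kinase domain activated by AP20187 dimerizer at 100 nM; 0% = DMSO with dimerizer and 100% = rapamycin at 8.4 µM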
hK5 inh: blocks human kallikrein 5 protease activity | recombinant hK5, fluorogenic AMC substrate cleavage | inhibition, % at 5 µM | AID 873 | 210,000 tested, 0.59% active;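 active = inhibition of 40% or more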;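 also: 0% = enzyme controls without compound and 100% = no-enzyme blanks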
Thrombin inh: blocks human thrombin protease activity | P00734 | alpha-thrombin, Boc-VPR-AMC fluorogenic substrate cleavage | inhibition, % at 5 µM | 220,000 tested, 0.26% active | AID 1046;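 active = inhibition at or above 40%; inactive = inhibition below 40%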;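 also: 0% = enzyme with no compound and 100% = wells without enzyme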
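System: Human alpha-thrombin protein | Medium: pH 7.5 Tris (50 mM) with NaCl 150 mM, Tween 20 0.05% | Times: Enzyme reaction carried out at room temperature | Detection: AMC fluorescence, 355/460 nm | Evaluation: Percent inhibition scaled between no-compound controls and no-enzyme blanks | Benchmarks: Enzyme without compound as high, wells lacking enzyme as low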
FXIIa inh 1536: inhibitors of human coagulation factor XIIa; P00748; purified FXIIa, Boc-QGR-AMC fluorogenic substrate, 2 h; inhibition, % at 5 µM; 220,000 tested, 0.3% active; AID 800; in the data active = inhibition above about 40%;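 also: 0% = enzyme with no compound and 100% = blank without enzyme; many of its hits are not listed in these tables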
Calpain2 inh: calpain II (pig) inhibition; purified calpain II, fluorogenic peptide substrate, 30 min; inhibition, % at 16 µM; 220,000 tested, 0.37% active; AID 1236;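 active = inhibition above about 50%, limit read from the data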
FXIa inh 1536: factor XIa (human) inhibition. P03951. purified FXIa, Boc-Glu-Ala-Arg-AMC fluorogenic substrate. inhibition, % at 5 µM. 220,000 tested, 0.14% active;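 active = inhibition of at least 40%; inactive = inhibition below 40%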;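 also: fluorescence of freed AMC excited at 355 nm; 0% = enzyme without compound and 100% = no enzyme blank; many of its hits are not listed in these tables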
Rad51 HR inh: blocks human Rad51 in homologous recombination; Q06609; hRad51 DNA strand exchange, fluorescence dequenching; 200,000 tested, 0.085% active; inhibition, % at 10 µM;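 active = inhibition above 40% at the single screening dose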;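 also: 0% = DMSO control wells and 100% = blanks with heterologous ssDNA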
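Material: hRad51 filaments on single-stranded DNA; Reagent: Donor/quencher-labelled 47-bp dsDNA substrate; Compound: 10 µM final, single point; Schedule: 37 °C 15-min filament assembly, 30-min compound preincubation, 15-min exchange; Technique: FRET fluorescence, excitation 485 nm, emission 520 nm; Benchmarks: control wells and blank wells on each plate.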
Furin inhibitor: human furin inhibition; purified furin, fluorogenic substrate cleavage; 220,000 tested, 0.061% active; P09958; inhibition, % at 30 µM; AID 463115; in the data active = inhibition above about 25%; also: inactives centre near -15
Target sequence (P09958 108-714 limits assumed): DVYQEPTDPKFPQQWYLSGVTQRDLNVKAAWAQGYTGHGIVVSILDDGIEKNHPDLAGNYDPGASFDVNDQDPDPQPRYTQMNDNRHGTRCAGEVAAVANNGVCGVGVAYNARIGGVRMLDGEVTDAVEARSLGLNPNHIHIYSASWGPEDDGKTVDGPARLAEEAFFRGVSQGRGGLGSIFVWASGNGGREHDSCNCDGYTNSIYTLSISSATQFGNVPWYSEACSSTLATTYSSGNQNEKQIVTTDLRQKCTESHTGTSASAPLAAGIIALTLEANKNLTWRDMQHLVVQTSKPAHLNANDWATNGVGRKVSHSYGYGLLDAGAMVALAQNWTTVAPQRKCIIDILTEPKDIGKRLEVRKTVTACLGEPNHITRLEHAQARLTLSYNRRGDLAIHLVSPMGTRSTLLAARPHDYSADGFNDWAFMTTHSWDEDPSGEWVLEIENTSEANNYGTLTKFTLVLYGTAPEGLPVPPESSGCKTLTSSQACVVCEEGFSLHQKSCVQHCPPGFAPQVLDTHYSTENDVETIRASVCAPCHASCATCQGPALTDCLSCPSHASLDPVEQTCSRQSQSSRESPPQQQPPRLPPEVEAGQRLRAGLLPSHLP
Cl transport mod: modulates chloride dependent transport by human KCC2 | Q9H2X9 | KCC2 cells, thallium flux FluoZin-2 fluorescence | B-score of Tl+ flux slope (higher = more flux/activation; lower = inhibition) at 10 µM | 190,000 tested, 2.2% active | AID 1456;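 active = thallium flux slope and its plate-corrected score both differing from the plate sample mean at a set confidence after two filtering rounds, in either direction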;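 also: slope of fluorescence scaled to starting intensity during 10 to 20 s after thallium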
* = called active by the depositor; / = no result given; [ ] = dose if it differs, or a comment. An excerpt, so the mix of outcomes need not match the whole.

SMILES	PERK inhibitor	hK5 inh	Thrombin inh	FXIIa inh 1536	Calpain2 inh	FXIa inh 1536	Rad51 HR inh	Furin inhibitor	Cl transport mod
COC(=O)c1cc(OC)c(OC)cc1NC(=S)Nc1cccc(Cl)c1	0.0	1.2	-5.2	5.2	-1.6	-3.4	-6.0	-8.5[20 µM]	/
COc1ccc(Cc2nnc(NC(=O)c3cccc([N+](=O)[O-])c3)s2)cc1	0.5	-4.9	-6.7	12.8	-15.2	2.7	5.0	-14.4	-0.919
COc1ccc2ccccc2c1CNC(=O)CC1C(=O)NCCN1CC(C)(C)C (stereo not drawn)	-1.4	4.3	5.1	11.0	-17.7	2.1	-22.2	-16.5	-0.408
CCCCOc1ccc(C(O)(CCC)CCN2CCOCC2)cc1 (stereo not drawn)	-0.9	-9.1	-1.6	10.4	3.2	2.7	/	-11.5	0.502
CCOC(=O)C(NC(C)=O)C(OC(C)=O)c1cccc(N(CCO)CCO)c1 (stereo not drawn)	-0.4	-2.0	0.6	16.1	-19.0	2.5	16.8	-21.3	0.14
O=Nc1onc(-c2ccc([N+](=O)[O-])cc2)c1NO	1.1	0.0	-10.3	11.6	-14.6	3.9	16.1	-19.5	0.128
O=[N+]([O-])c1ccc(C(=S)N2CCN(c3ccc(F)cc3)CC2)cc1	0.1	-7.2	-0.9	0.2	34.6	-5.0	-2.2	-6.1	0.125
Cc1c(Cl)cccc1NC(=S)N1CCCN(Cc2ccc(F)cc2)C1	-0.4	-1.9	-8.5	6.0	-22.6	-4.0	6.3	-16.4	-0.116
Cn1c(Cl)c(C(=O)Nc2ccccc2)c2ccccc21	-0.2	23.6	2.0	-6.1	17.1	-1.1	-1.2	-23.8	/
Cc1ccc(C(=O)NC2c3ccccc3-c3ccccc32)cc1	0.4	-4.3	-8.3	9.0	8.1	2.3	1.0	-22.0	1.4
CCN(CC)S(=O)(=O)c1ccc(N2CCCC2)c(NC(=O)C2CCCCC2)c1	0.0	1.2	4.3	15.1	2.2	-1.2	2.3	-26.1	-1.29
O=C(COC(=O)c1ccc(S(=O)(=O)N2CCCC2)cc1)NCc1ccccc1	-0.8	-4.1	3.5	17.0	1.2	8.4	3.3	-14.7	-1.37
CC(=O)Nc1ccc(S(=O)(=O)NCCOc2ccc(Cl)cc2C)cc1	0.2	/	3.8	9.5	9.6	1.5	/	-44.5	-1.52
Cn1c2c(c(=O)n(C)c1=O)CN(Cc1ccc3c(c1)OCO3)CN2	-0.4	-17.1	1.8	15.8	18.6	9.1	-6.7	-9.3[20 µM]	-1.52
Cc1cccc(CC(=O)NCCn2c(C)cc3ccccc32)c1	-0.1	0.2	/	10.8	26.9	5.1	0.4	-20.2	-0.0503
O=C(CN1CCOCC1)N(c1ccccc1)c1ccc2ccccc2c1	-0.9	-8.4	1.1	18.1	-4.4	2.5	5.1	-33.5	-0.0916
O=C(COc1ccc(Cl)cc1)NCc1nnc(SCC(=O)Nc2ccccc2)o1	-0.9	1.2	-0.8	-0.6	10.4	-4.1	2.7	-13.4[20 µM]	-0.0253
COc1ccc(-c2cc(C(=O)Nc3ccc(S(=O)(=O)Nc4onc(C)c4C)cc3)c3ccccc3n2)cc1OC	1.0	-7.6	3.8	3.1	37.0	6.5	8.5	-19.8	-0.0252
CCOc1ccc(C(=S)N2CCOCC2)cc1OCC	1.9	6.7	3.2	20.0	-44.9	3.5	4.2	-14.2[20 µM]	/
NC(=O)CN1CCN(c2ccccc2F)CC1	0.1	23.2	-3.8	5.8	-5.3	-0.2	-3.9	-15.3	0.428
CCOc1ccc(-c2cc(N)n(S(=O)(=O)c3cccc4nsnc34)n2)cc1	-2.2	2.2	3.0	14.0	-14.6	3.1	11.5	-6.0	-0.766
Cc1nnc(SCC(=O)NCc2ccccc2)s1	0.4	-5.3	-8.0	14.0	-23.0	-4.3	3.9	-28.1[20 µM]	0.0258
Cc1c(C(=O)N2CCN(C(=O)c3ccco3)CC2)sc2nc(-c3ccc(F)cc3)cn12	-0.3	-4.5	-3.3	14.3	-17.2	3.9	0.6	-24.4	-1.1
Cn1c(N)c(C(=O)COC(=O)C2CCC(C(C)(C)C)CC2)c(=O)n(C)c1=O (stereo not drawn)	-0.3	-3.0	-6.1	2.4	109.9*	-4.5	/	-20.1[20 µM]	-0.124
CC(=O)c1ccc(NC(=O)COC(=O)c2ccccc2N=Nc2ccc(N(C)C)cc2)cc1	-0.4	-0.9	-6.7	7.3	10.3	9.4	-4.8	-4.7	0.00126
Cc1ccc(NC(=O)CN2C(=O)S/C(=C\c3cc(C)n(-c4cccc(C(=O)O)c4)c3C)C2=O)cc1	2.4	/	3.0	4.5	-6.1	0.9	/	-27.0	0.543
CC(=O)c1cnc(Nc2ccccc2)s1	0.6	-4.3	0.8	14.1	0.7	8.4	2.0	-4.5[20 µM]	0.298
O=C(CNC(=S)N(Cc1ccccc1)Cc1ccccc1F)NCCc1ccccc1	-1.2	17.9	9.4	40.6*	36.6	10.9	-5.7	2.4	-0.498
Cc1ccc(C(=O)N(C)c2ccc(OCC(=O)N3c4ccc(C)cc4C4CN(C)CCC43)cc2)cc1 (stereo not drawn)	0.3	3.0	-0.4	/	-23.0	0.0	2.3	-28.2	1.86
O=C(Nc1nc(-c2ccncc2)cs1)c1ccc(S(=O)(=O)N2CCOCC2)cc1	0.1	-9.2	2.1	22.5	-2.8	1.5	/	-33.7	0.138

Gathered by group: the compounds so far containing a Cl atom
SMILES	PERK inhibitor	hK5 inh	Thrombin inh	FXIIa inh 1536	Calpain2 inh	FXIa inh 1536	Rad51 HR inh	Furin inhibitor	Cl transport mod
COC(=O)c1cc(OC)c(OC)cc1NC(=S)Nc1cccc(Cl)c1	0.0	1.2	-5.2	5.2	-1.6	-3.4	-6.0	-8.5[20 µM]	/
Cc1c(Cl)cccc1NC(=S)N1CCCN(Cc2ccc(F)cc2)C1	-0.4	-1.9	-8.5	6.0	-22.6	-4.0	6.3	-16.4	-0.116
Cn1c(Cl)c(C(=O)Nc2ccccc2)c2ccccc21	-0.2	23.6	2.0	-6.1	17.1	-1.1	-1.2	-23.8	/
CC(=O)Nc1ccc(S(=O)(=O)NCCOc2ccc(Cl)cc2C)cc1	0.2	/	3.8	9.5	9.6	1.5	/	-44.5	-1.52
O=C(COc1ccc(Cl)cc1)NCc1nnc(SCC(=O)Nc2ccccc2)o1	-0.9	1.2	-0.8	-0.6	10.4	-4.1	2.7	-13.4[20 µM]	-0.0253

Reformatted with values ahead of the structure: part of the list above
PERK inhibitor | hK5 inh | Thrombin inh | FXIIa inh 1536 | Calpain2 inh | FXIa inh 1536 | Rad51 HR inh | Furin inhibitor | Cl transport mod | canonical_smiles
-0.9 | 1.2 | -0.8 | -0.6 | 10.4 | -4.1 | 2.7 | -13.4[20 µM] | -0.0253 | O=C(COc1ccc(Cl)cc1)NCc1nnc(SCC(=O)Nc2ccccc2)o1
1.0 | -7.6 | 3.8 | 3.1 | 37.0 | 6.5 | 8.5 | -19.8 | -0.0252 | COc1ccc(-c2cc(C(=O)Nc3ccc(S(=O)(=O)Nc4onc(C)c4C)cc3)c3ccccc3n2)cc1OC
1.9 | 6.7 | 3.2 | 20.0 | -44.9 | 3.5 | 4.2 | -14.2[20 µM] | / | CCOc1ccc(C(=S)N2CCOCC2)cc1OCC
0.1 | 23.2 | -3.8 | 5.8 | -5.3 | -0.2 | -3.9 | -15.3 | 0.428 | NC(=O)CN1CCN(c2ccccc2F)CC1
